PTPN22 inh 2: inhibitors of human LYP (PTPN22) phosphatase | Q9Y2R2 | recombinant LYP catalytic domain, DiFMUP fluorescence | inhibition, % at 2 µM | 0.21% of 96,000 active;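 active = inhibition at 2 µM at or above a set limit, the screen mean plus 3 SD, cut at about 24% in these data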;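 also: 0% = DMSO with enzyme and 100% = enzyme fully blocked by orthovanadate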
Pyk2 oligo antag: blocks oligomerization of human Pyk2 in cells | Q293 cells, Pyk2 FERM NanoBiT luminescence; hits give low values | 0.83% of 99,000 active | Q14289 | z-score (the deposit names both 25 µM and 10 µM);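 active = Z-score of -3 or lower, scaled per plate to the spread of control and sample wells; inactive = z-score above -3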;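 also: negative z-score means lost luminescence so less FERM oligomerization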
Ecoli WT expand: blocks growth of wild type E. coli BW25113 | OD600 absorbance | AID 710 | 0.15% of 98,000 active | growth inhibition, % at 100 µM;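 active = growth inhibition above about 50% at one test dose, limit read from the data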;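 also: growth measured after 20 h incubation at 37 °C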
PostGolgi ctrl: growth of the yeast control strain, post-Golgi counter-screen | efflux-deficient yeast background strain, growth absorbance A615, 16 h | inhibition, % at 10 µM | AID 738 | 5% of 98,000 active
PTPN22 act: activators of human LYP (PTPN22) phosphatase | Q9Y2R2 | recombinant LYP, DiFMUP fluorescence; 0 = plate median, 100 = signal doubled | activation, % at 2 µM | 0.11% of 96,000 active | AID 697;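 active = activation at 2 µM above a set limit, the mean plus 5 SD, cut at about 37% in these data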
PostGolgi yeast: growth inhibition of a yeast mutant, post-Golgi transport screen. post-Golgi transport phenotypic cell assay. inhibition, % at 10 µM. 0.9% of 98,000 active;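 also: yeast cells grown in 1536-well plates; yeast grown about 18 h at 30C before absorbance read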
CYP2C9 activ: CYP2C9 (human) activation; 1.4% of 96,000 active; P11712; activation factor at 5 µM; recombinant CYP2C9, luciferin-H conversion, luminescence; hits give high values; factor 1 = untreated enzyme, 0 = blocked;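 active = activation factor of 2 or more for CYP2C9 at a 5 µM dose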;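 also: 0 = sulfaphenazole-blocked wells and 1 = vehicle-only wells; values of inactives mirror those of a sister screen read the other way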
Target sequence (P11712 whole entry, looked up): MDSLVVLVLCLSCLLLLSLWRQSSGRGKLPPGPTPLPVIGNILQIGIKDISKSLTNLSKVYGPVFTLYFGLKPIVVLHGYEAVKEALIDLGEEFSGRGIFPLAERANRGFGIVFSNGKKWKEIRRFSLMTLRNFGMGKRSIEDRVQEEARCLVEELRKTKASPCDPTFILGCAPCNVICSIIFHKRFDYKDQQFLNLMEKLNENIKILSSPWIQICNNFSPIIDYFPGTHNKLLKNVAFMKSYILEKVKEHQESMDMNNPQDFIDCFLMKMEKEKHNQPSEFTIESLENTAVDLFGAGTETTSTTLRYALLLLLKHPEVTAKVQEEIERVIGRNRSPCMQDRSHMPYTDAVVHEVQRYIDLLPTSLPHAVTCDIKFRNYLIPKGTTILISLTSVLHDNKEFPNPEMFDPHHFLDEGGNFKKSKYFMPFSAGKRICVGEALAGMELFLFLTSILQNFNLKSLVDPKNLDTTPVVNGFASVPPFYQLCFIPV
hDAT+cocaine: modulates human dopamine transporter uptake under cocaine; 1.3% of 110,000 active; Q01959; LLC-PK1 hDAT cells, [14C]-dopamine uptake with cocaine IC80; actives deviate in either direction; AID 449768; B-score at 10 µM;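 active = Z score or B-score, a plate-position-corrected score, falls beyond the plate's 99.7% confidence bounds, in either direction; inactive = both scores lie inside the 99.7% bounds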;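 also: scored against the spread of the other compound wells on the same plate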
Target sequence (Q01959 whole entry, looked up): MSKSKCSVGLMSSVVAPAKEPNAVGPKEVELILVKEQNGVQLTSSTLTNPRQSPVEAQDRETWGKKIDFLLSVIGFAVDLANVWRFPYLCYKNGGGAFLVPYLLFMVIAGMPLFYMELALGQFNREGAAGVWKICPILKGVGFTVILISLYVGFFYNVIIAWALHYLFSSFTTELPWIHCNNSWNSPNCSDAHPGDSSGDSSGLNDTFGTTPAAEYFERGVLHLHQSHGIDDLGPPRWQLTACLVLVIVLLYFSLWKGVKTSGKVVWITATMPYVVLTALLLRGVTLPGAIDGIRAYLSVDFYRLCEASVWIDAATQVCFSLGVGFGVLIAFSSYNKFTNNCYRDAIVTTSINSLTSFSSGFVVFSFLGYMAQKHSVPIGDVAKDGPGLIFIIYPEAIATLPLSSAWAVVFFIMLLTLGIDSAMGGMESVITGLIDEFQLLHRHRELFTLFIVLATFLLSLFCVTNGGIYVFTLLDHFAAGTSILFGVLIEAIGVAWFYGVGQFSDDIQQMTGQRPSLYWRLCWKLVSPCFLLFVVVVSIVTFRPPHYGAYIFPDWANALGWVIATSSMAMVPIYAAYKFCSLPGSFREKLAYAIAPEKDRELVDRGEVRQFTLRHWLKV
CYP2C9 inhib: blocks human cytochrome P450 2C9 | CYP2C9 Supersomes, luciferin-H conversion, luminescence | P11712 | 20% of 96,000 active | inhibition, % at 5 µM | AID 777;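 active = blocking of liver enzyme CYP2C9 beyond about 50% at 5 µM, limit read from the data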; also: values of inactives mirror those of a sister screen read the other way
* marks the source's active call; other numbers are inactive results; / = no result given. Rule as the data show it, unless noted: active = inhibition above about 30%; inactive = the rest.

SMILES	PTPN22 inh 2	Pyk2 oligo antag	Ecoli WT expand	PostGolgi ctrl	PTPN22 act	PostGolgi yeast	CYP2C9 activ	hDAT+cocaine	CYP2C9 inhib
O=C1c2cccc3c(N4CCCCC4)ccc(c23)C(=O)N1c1ccccn1	7	0.09	1	18	-8	-2	0.7	-0.16	34
COc1ccc(-c2noc(CCC(=O)NCCN(C)Cc3ccccc3)n2)cc1	-8	-0.39	3	3	9	1	0.7	0.031	35
Cc1ccccc1Cn1c(Cc2ccccc2)nc2ccccc21	13	-1.7	-3	34*	-9	-12	0.8	1.9	25
CCN(CC)C(=O)CSc1nc2c(sc(=S)n2CC)c(=O)n1-c1ccccc1	-2	-0.47	-6	8	1	1	0.7	0.83	34
O=S(=O)(Nc1cccnc1Cl)c1ccc2c(c1)OCCO2	-4	0.44	1	21	0	-3	0.8	-0.21	20
CC1CCc2nc(NC(=O)C3CC3)sc2C1 (centres undefined)	-3	0.28	8	2	3	8	1.1	-0.0024	-8
CCC(C)NCCOCCOc1ccccc1-c1ccccc1 (centres undefined)	-2	-0.59	13	8	0	0	1.1	0.2	-9
COc1cc(NC(=O)Cn2nnc(-c3ccccc3N)n2)cc(OC)c1	2	0.05	-6	1	0	13	0.5	-1	54*
Cc1ccccc1N/C=C/C(=C(C#N)C#N)N(C)C	6	0.9	3	13	0	-4	0.7	1.1	34
CC(C)CN(CCC(=O)O)CC(C)C	5	-0.32	-2	-5	-3	3	0.8	0.0035	22
O=C(Nc1cccnc1)c1ccc(COc2ccccc2Cl)o1	-20	-0.39	-5	7	21	0	0.8	0.66	21
CCOC(=O)c1c(NC(=O)CSc2nnc(-c3ccc(OC)cc3)o2)sc2c1CCC2	17	0.34	/	/	-16	/	/	3	/
COC(=O)CN(c1nc(C)c(Br)c(OC)n1)S(=O)(=O)c1ccc(C)cc1	-2	-1.8	-15	30	-4	3	0.1	0.74	89*
O=C(NCCN1CCCCC1)c1cc2ccccc2[nH]1	/	0.29	-2	2	/	3	1	-0.42	0
CC1(C(=O)CSc2nc3ccccc3s2)CCC(=O)O1 (centres undefined)	5	0.71	1	0	-1	6	1	0.56	3
Cn1c(=O)c2c(nc(CN3CCc4ccccc4C3)n2Cc2ccccc2)n(C)c1=O	-5	-0.03	/	/	2	/	/	1.2	/
COc1cccc(-n2c(COc3ccc(C)cc3)nnc2SCC(N)=O)c1	-3	0.78	6	-4	1	2	0.8	0.2	23
Cc1cc(=O)[nH]c(SCC(=O)N2CCCCCC2)n1	/	0.01	7	3	/	1	1	0.34	-3
C/C(=N/NC(=O)CNc1ccc(C)cc1)c1ccc(Cl)cc1	11	-0.42	5	18	-13	-4	0.8	-0.19	21
COc1ccc(C(=O)N2CCN(c3ccc(C)cc3)CC2)cc1OC	-1	/	-7	20	-2	1	1.8	-0.15	-75
Cc1cc(C)c(C)c(OCC(=O)NCc2nc(-c3ccccc3)no2)c1	4	0.08	-9	41*	-5	1	1.1	0.23	-12
COc1ccc(Cn2nnnc2C(c2cc3ccc(OC)cc3[nH]c2=O)N2CCCCCC2)cc1 (centres undefined)	-1	0.09	-2	4	0	26	1	0.28	1
COc1cc(S(=O)(=O)NC2CCCC2)ccc1Cl	7	-1.2	6	8	-6	1	3*	0.93	-202
COc1ccc(CCNC(=O)C2CCN(Cc3nc(-c4ccccc4F)oc3C)CC2)cc1OC	-2	-0.07	-4	3	-1	3	1.1	1.9	-8
COc1ccc(C(C(=O)OC(C)CN(C)C)c2ccccc2)cc1 (centres undefined)	2	0.56	3	1	-2	35*	0.9	-1.5	14

Next results:
SMILES	PTPN22 inh 2	Pyk2 oligo antag	Ecoli WT expand	PostGolgi ctrl	PTPN22 act	PostGolgi yeast	CYP2C9 activ	hDAT+cocaine	CYP2C9 inhib
Cc1ccc(-c2cc(N)n(Cc3ccc(Cl)cc3)n2)cc1	1	-0.9	-3	6	2	-1	0.4	-0.8	62*
COc1ccc(C)cc1NC(=O)CN(c1ccccc1F)S(C)(=O)=O	-2	-0.68	25	10	3	3	0.5	/	52*
O=C(NNC(=O)c1ccccc1Br)c1ccc(Cl)cc1	-6	-0.45	9	-1	9	16	1.3	0.43	-26
Cc1noc(/C=C/N(C)C)c1S(=O)(=O)N1CCCC(C(=O)NC2CCCCC2C)C1 (centres undefined)	-6	/	0	-1	2	1	0.5	/	47
CC(C)CNS(=O)(=O)c1ccc(CCC(=O)N2CCN(Cc3ccccc3)CC2)cc1	-1	0.5	-8	27	-2	-8	0.8	0.94	16
CN(C)C(CNC(=O)CCCOc1ccccc1)c1ccco1 (centres undefined)	-1	0.51	-2	0	-1	-5	0.5	-0.69	52*
CC(C)N(CCCNC(=O)CC1Oc2ccccc2NC1=O)Cc1ccccc1 (centres undefined)	-19	/	0	1	16	-16	1.1	-1.6	-5
CC(C)CO/C(=N/S(=O)(=O)c1ccccc1)c1ccccc1	-11	-0.5	-2	7	14	-7	0.2	-0.64	78*
CC(C)(C)n1nc2c(c1NC(=O)Cc1cccc3ccccc13)CS(=O)C2 (centres undefined)	-2	/	5	0	-1	-5	1	0.072	0
O=C(C1CCC(CNc2c(N3CCOCC3)c(=O)c2=O)CC1)N1CCN(c2ccccc2)CC1 (centres undefined)	/	/	4	5	/	-2	1	-0.69	-1
O=C(CSc1nnnn1-c1ccccc1)N1CCCc2ccccc21	3	-0.77	-16	25	-1	-3	0.4	2.3	58*
CCOC(=O)C1CCN(C/C=C/c2ccccc2OC)CC1	-8	-0.18	10	6	7	1	1.4	0.67	-44
c1ccc(-c2nnc(-c3ccccc3)o2)cc1	-14	-1.3	13	10	10	9	0.9	-0.11	7
COc1ccc(NC(=O)Nc2nnc(-c3ccccc3SCc3ccccc3)s2)cc1	7	-0.95	-11	9	-7	-6	0.9	0.057	12
CC(=O)c1ccc(N2CCC(c3cc(-c4ccc(Cl)cc4)n[nH]3)CC2)c([N+](=O)[O-])c1	8	-2.5	-12	43*	-5	41*	0.4	1.3	57*
Cc1cccc(NC(=S)NNC(=O)CC(C)O)c1C (centres undefined)	-2	0.19	-1	48*	6	-3	0.4	-0.7	61*
COc1ccccc1C(=O)n1nc(-c2ccccc2)nc1N	-3	-1.5	-6	15	1	-5	0.9	0.89	14
O=C(NC(Nc1nc2ccccc2s1)(C(F)(F)F)C(F)(F)F)c1ccccc1	0	1.1	1	7	2	2	0.1	-0.84	92*
O=C(NC1CC2CCCC(C1)N2C(=O)Nc1ccccc1)c1ccncc1 (centres undefined)	8	0.25	1	6	-5	2	0.6	-0.81	40
COc1ccccc1S(=O)Cc1ccc(C(=O)NCc2ccccc2Cl)o1 (centres undefined)	-13	/	3	3	10	0	0.7	2.4	26
CCC(N1CCOC1=O)S(=O)(=O)c1ccc(C)cc1 (centres undefined)	3	0.63	2	1	-2	2	1.2	-1.3	-16
Brc1ccc(-c2nnc3n2C2(CCCC2)Cc2ccccc2-3)o1	-16	-2.3	/	/	13	/	/	0.37	/
C=CCn1c(=O)[nH]c2cc(C(=O)N3CCN(c4cc(C)ccc4C)CC3)ccc2c1=O	18	-2.3	-10	-6	-20	-8	0.9	/	11
CC(C)N1CC(C(=O)Nc2ccccc2)CC1=O (centres undefined)	-9	1	/	/	6	/	/	-0.12	/
CCOC(=O)C1CCN(C(c2cc(OC)c(OC)c(OC)c2)c2sc3nc(C)nn3c2O)CC1 (centres undefined)	/	/	-15	4	/	1	0.9	1.4	12

One compound at a time, from the list above. Order of screens: PTPN22 inh 2	Pyk2 oligo antag	Ecoli WT expand	PostGolgi ctrl	PTPN22 act	PostGolgi yeast	CYP2C9 activ	hDAT+cocaine	CYP2C9 inhib
C=CCn1c(=O)[nH]c2cc(C(=O)N3CCN(c4cc(C)ccc4C)CC3)ccc2c1=O is entered as 18	-2.3	-10	-6	-20	-8	0.9	/	11
O=S(=O)(Nc1cccnc1Cl)c1ccc2c(c1)OCCO2 is entered as -4	0.44	1	21	0	-3	0.8	-0.21	20

Further results
SMILES	PTPN22 inh 2	Pyk2 oligo antag	Ecoli WT expand	PostGolgi ctrl	PTPN22 act	PostGolgi yeast	CYP2C9 activ	hDAT+cocaine	CYP2C9 inhib
O=c1c2c3c(sc2nc2n1CCC2)CCC3	6	0.3	-4	4	-4	0	0.9	0.7	12
O=C(NCCO)C1(c2ccccc2)CCCC1	-4	0.23	-5	2	4	-2	1.1	0.2	-8
O=C(Cn1c(=O)n(Cc2ccco2)c(=O)c2c3c(sc21)CCCCC3)c1ccccc1	16	0.54	-17	4	-14	-3	0.5	0.26	53*
Cc1ccc(S(=O)(=O)/N=C2/NC(=O)/C(=C\c3ccco3)S2)cc1	2	-0.8	-12	5	1	0	0.6	/	43
CCn1c(SCC(=O)N2CCCc3ccccc32)nc2cccnc21	12	0.32	8	0	-16	9	0.8	0.23	24
COCCn1nnnc1C(c1cc2ccc(OC)cc2[nH]c1=O)N1CCN(C2CCCCC2)CC1 (centres undefined)	9	0.25	-2	5	-5	5	1	0.073	-4
Cn1nc(C(F)(F)F)c(/C=N/OC(=O)c2ccccc2Cl)c1SCc1ccc(Cl)cc1	7	-0.64	-3	1	-6	2	0.2	-0.00072	77*
CCC(=O)N1CCc2cc(S(=O)(=O)NCCN3CCC(C)CC3)ccc21	2	0.03	0	3	-5	2	1	-0.02	0
CCOc1ccccc1C(=O)OCC(=O)Nc1ccc(N2CCCCC2)cc1	7	-0.07	-2	-5	-8	10	0.8	-0.25	22
CCN1C(=O)CC(N2CCC(Nc3ccc(F)cc3)CC2)C1=O (centres undefined)	12	0.73	-8	4	-13	0	1.2	0.11	-16
N#CCCN(Cc1cccnc1)C(=O)Nc1ccccc1	1	0.35	6	1	-4	12	1	-3.2	1
O=C(CSc1nc2ccccc2c(=O)n1Cc1ccco1)NCc1ccco1	-2	0.39	-7	12	-1	-1	/	0.22	/
CCc1nnc(NC(=O)CSc2nc3ccccc3o2)s1	8	0.18	-5	10	-5	-6	0.4	0.19	59*
Cc1c([N+](=O)[O-])c(C(=O)Nc2ccc3c(c2)OCCO3)nn1C	-8	0.49	0	17	5	-1	0.9	0.26	5
CC(=O)N1CCC(N(C(=O)Nc2c(F)cccc2F)C(C)C)CC1	-2	/	-4	4	-1	-14	1.1	-1.9	-14
O=C(Nc1ccc2c(c1)OCCO2)c1cc2sccc2n1Cc1ccc(F)cc1	10	-3.1*	-24	53*	-8	-5	0.2	2	78*
CC(c1ccco1)N(C(=O)COc1ccc(Cl)cc1Cl)c1ccccn1 (centres undefined)	2	-1.2	-1	18	-6	17	0.7	-0.44	29
COCCCn1c(SCC(=O)N2CCCCC2C)nnc1-c1ccco1 (centres undefined)	4	-0.2	3	7	-4	-5	1.1	0.18	-9
O=C(N/N=C/C=C/c1ccc2c(c1)OCO2)c1ccc([N+](=O)[O-])cc1	11	-0.51	-6	4	-11	4	1	0.68	0
O=c1cccc(-c2ccccc2)[nH]1	-4	-0.06	8	6	3	-2	1	0.18	0
CCC(=O)N(Cc1ccc(S(N)(=O)=O)cc1)C1CC(=O)N(c2ccc(OC)cc2)C1=O (centres undefined)	10	1.2	1	9	-6	-3	1	-0.37	0
C=CCn1c2ccccc2c2nnc(SC(CC)C(=O)Nc3sc4c(c3C#N)CCCC4)nc21 (centres undefined)	-2	-1.7	-12	3	0	-12	0.3	-0.29	73*
CSc1nnc(C)c(=O)[nH]1	1	0	-2	-2	-3	-4	/	-0.95	/
CNC(=O)CCCc1nc(-c2ccccc2Cl)no1	6	0.17	3	-12	-4	-8	1	0.42	-1
Cc1nnc(NC(=O)CSc2nnc(-c3ccc(S(=O)(=O)N4CCCC4)cc3)n2C)s1	-2	0.53	-2	8	-3	4	/	-0.44	/

Part of the list above, showing only CYP2C9 activ and Pyk2 oligo antag.
compound	CYP2C9 activ	Pyk2 oligo antag
CCn1c(SCC(=O)N2CCCc3ccccc32)nc2cccnc21	0.8	0.32
COCCn1nnnc1C(c1cc2ccc(OC)cc2[nH]c1=O)N1CCN(C2CCCCC2)CC1 (centres undefined)	1	0.25
Cn1nc(C(F)(F)F)c(/C=N/OC(=O)c2ccccc2Cl)c1SCc1ccc(Cl)cc1	0.2	-0.64
CCC(=O)N1CCc2cc(S(=O)(=O)NCCN3CCC(C)CC3)ccc21	1	0.03
CCOc1ccccc1C(=O)OCC(=O)Nc1ccc(N2CCCCC2)cc1	0.8	-0.07

Assay outcomes: PubChem, several laboratories
